# T cell modulator – T cell immune modulators affecting CD8 T cell-vesicle binding. 2C CD8+ T cell-vesicle binding, flow cytometry; stronger effect = lower value. calls only at 7 µM. 0.068% of 330,000 active;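 active means response, share of CD8 T cells binding vesicles, and their 90th percentile fluorescence all below set limits, cut at about 80% in these data, passing the limit was not always enough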
#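 Read-out – percent CD8+ FL2 mean versus row control · System – murine 2C transgenic CD8+ T lymphocytes · Times – 1.5 h cell–vesicle binding at 37 °C, then 20 min icy labelling · Control set – naked vesicles low, QL9 vesicles with vehicle high · Detection – cytometric PE anti-B7-1 and Alexa647 anti-CD8 signals after 1% paraformaldehyde fixation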
# KOR beta-arrestin-1 – kappa opioid receptor activators – cell-based, luminescence, uHTS, primary screen (AID 1777); KOR beta-arrestin recruitment, luminescence; higher % means a stronger effect; activation, % at 10 µM; hits with a dose series show EC50 in µM; 0.02% of 280,000 active; in the data active means activation above about 50%, passing the limit was not always enough; further: a part of the inactive calls stands beside numbers as strong as those of hits
# KOR beta-arrestin-2 – KOR antagonists, beta-arrestin recruitment, cell-based, luminescence, uHTS (AID 1778); KOR beta-arrestin recruitment, luminescence, antagonist mode; higher % means a stronger effect; one-dose inhibition, % at 10 µM; IC50 in µM for titrated hits; 0.091% of 290,000 active; in the data active means inhibition above about 50%; further: strong numbers were not always called active
# GPR55 beta-arrestin – GPR55 agonists via beta-arrestin recruitment, primary screen, imaging, U2OS cells, beta-arrestin-GFP redistribution (AID 1961). U2OS GPR55 beta-arrestin-GFP redistribution imaging; higher % means a stronger effect. activation, % at 10 µM, or EC50 in µM where a hit was titrated. 0.048% of 290,000 active;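 active means activation above 40% with more than 50 cells counted in the well; inconclusive means wells holding fewer than 50 cells, flagged as toxic or sparse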;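 further: U2OS osteosarcoma cells stably expressing GPR55 and beta-arrestin-GFP; plate controls were DMSO negative control for no effect and LPI positive control for full effect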
# GPR55 antagonists – inhibition of LPI-stimulated GPR55 beta-arrestin translocation – imaging, U2OS, beta-arrestin-GFP, LPI agonist, primary screen (AID 2013). U2OS GPR55 beta-arrestin-GFP translocation imaging, LPI antagonism; higher % means a stronger effect. inhibition, % at 10 µM; hits with a dose series show IC50 in µM. 0.13% of 290,000 active;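 active means spots per cell inhibited over 60%, with over 100 cells counted and total cytoplasm intensity under 500,000; inconclusive means wells with under 100 cells, flagged as likely toxic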;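 further: U2OS cells stably carrying GPR55 and arrestin-GFP stimulated by 5 µM LPI near EC80; imaged beta-arrestin-GFP aggregate spots per cell after agonist stimulation; plate controls were LPI-stimulated DMSO wells for no effect and DMSO wells without LPI for full effect; some results filed as inactive read as strong as hits; confirmed hits need IC50 under 10 µM and bright autofluorescent wells are also inconclusive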
# PhoP inhibition – inhibitors of PhoP regulon expression, primary screen, Salmonella Typhimurium, GFP reporter (AID 1863); S. Typhimurium PhoP-regulated promoter GFP reporter, 4 h; higher % means a stronger effect; inhibition, % at 50 µM, or IC50 in µM where a hit was titrated; 0.16% of 300,000 active;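 active means inhibition over 29.93%, a cutoff 3 SD above the screen mean, later confirmed by dose response; inconclusive means inhibition over 29.93% but no dose response follow-up; inactive means inhibition at most 29.93% or unconfirmed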;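 further: 0% = low Mg2+ inducing control and 100% = high Mg2+ repressing control; strong numbers were not always called active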
# GPR35 antagonists – GPR35 antagonists blocking zaprinast-driven arrestin recruitment, primary screen, imaging, U2OS, beta-arrestin-GFP, zaprinast agonist (AID 2058). U2OS GPR35 beta-arrestin-GFP translocation imaging, zaprinast antagonism; higher % means a stronger effect. one-dose inhibition, % at 10 µM; IC50 in µM for titrated hits. 0.052% of 290,000 active;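 active means inhibition of at least 50% with at least 30 cells and total cytoplasm GFP at most 10,000,000; inconclusive means under 30 cells or total GFP of 10,000,000 plus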
# West Nile antiviral – West Nile virus antiviral activity, cell-based, CPE readout (AID 1621). West Nile virus-infected cells, CPE inhibition; higher % means a stronger effect. CPE inhibition, % at 10 µM, or IC50 in µM where a hit was titrated. 0.02% of 290,000 active; in the data active means a potency from the dose series; inconclusive means CPE inhibition mostly from about 3.7% at the one dose, without a potency; inactive means the rest, 99 in 100 with CPE inhibition below about 2.2%; further: strong numbers were not always called active
# NTR1 agonist – NTR1-driven beta-arrestin-GFP spot formation – imaging, U2OS cells, high content, primary screen (AID 493036); P30989; agonist mode; activation, % at 20 µM; 0.17% of 330,000 active;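 active means activation at or above 40% of the spot to cytoplasm intensity ratio, with at least 20 cells analyzed; inconclusive means wells under 20 cells, flagged as cytotoxic or low count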;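 further: 0% = DMSO without peptide and 100% = 100 nM NTR1 peptide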
# Target sequence (P30989 whole entry, looked up): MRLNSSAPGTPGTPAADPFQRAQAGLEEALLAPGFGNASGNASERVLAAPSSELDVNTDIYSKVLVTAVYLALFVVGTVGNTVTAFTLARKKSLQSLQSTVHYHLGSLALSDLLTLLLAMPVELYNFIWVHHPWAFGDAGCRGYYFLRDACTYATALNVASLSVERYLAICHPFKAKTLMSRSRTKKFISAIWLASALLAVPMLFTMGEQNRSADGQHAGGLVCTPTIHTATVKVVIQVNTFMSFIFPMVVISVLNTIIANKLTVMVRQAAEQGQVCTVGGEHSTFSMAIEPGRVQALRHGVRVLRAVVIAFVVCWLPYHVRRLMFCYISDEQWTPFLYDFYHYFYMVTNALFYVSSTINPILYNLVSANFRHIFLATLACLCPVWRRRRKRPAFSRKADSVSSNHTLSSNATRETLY
# T cell modulator vesicle-bound % – also measured in T cell modulator; calls as there; double positive events, %; measured here: CD8+ vesicle-bound cell fraction;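 binding gate set so that unloaded-vesicle control wells show 10% double positive cells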
# NTR1 agonist cell count 20 µM – also measured in NTR1 agonist; calls as there; cell count; measured here: cell count, cytotoxicity flag
# Active calls of the source: *; i = inactive; ? = inconclusive; nt = not tested or not shown; [ ] = remark or other dose.
SMILES,T cell modulator,T cell modulator vesicle-bound %,KOR beta-arrestin-1,KOR beta-arrestin-2,GPR55 beta-arrestin,GPR55 antagonists,PhoP inhibition,GPR35 antagonists,West Nile antiviral,NTR1 agonist,NTR1 agonist cell count 20 µM
CCC(C)NC(=O)c1nn(C)c(=O)c2ccccc12 (stereo unspecified),i,31.8,0.6%,112.6%,0.1%,15.5%,-3.6%,-3.4%,0.7%,0.4,91
Cc1nc(Cl)c(C#N)cc1-c1ccccc1,i,29.3,-1.0%,-5.3%,-0.2%,8.0%,3.8%,7.7%,-0.2%,2.8,95
COC(=O)CSc1nc2ncc(Cl)cc2[nH]1,i,34.8,1.6%,18.3%,0.2%,10.0%,-1.9%,-0.7%,0.2%,-0.1,37
O=C(CCC1CCCCC1)Nc1ccccc1O,i,14.1,-4.7%,14.7%,-0.1%,0.5%,-0.7%,-1.8%,-0.5%,-0.2,80
COc1cccc(/C=C/C(=O)OCC(=O)Nc2cccc(S(=O)(=O)N(C)C)c2)c1,i,60.5,-0.1%,4.7%,0.1%,-4.6%,-3.5%,-14.0%,-0.2%,0.6,42
Cc1cc2c(n1-c1ccc(C(=O)O)cc1)CCCCC2,i,23.4,1.1%,-14.0%,0.0%,-6.3%,-2.0%,2.6%,1.3%,0.9,75
O=C(CSCCc1ccccn1)Nc1ccc(Br)cn1,i,0.9,1.2%,-25.7%,-0.2%,-4.2%,15.7%,12.1%,0.0%,2.3,87
Cc1cc(C)c2c(=O)[nH]c(SCC(=O)Nc3ccc(N(C)C)cc3)nc2n1,i,12.0,6.1%,22.6%,-0.1%,2.8%,35.8%,11.8%,-0.1%,-0.9,36
CN(CC(=O)Nc1ccc(C#N)cc1)Cc1ccc(Cl)c(Cl)c1,i,38.0,-0.4%,-5.4%,0.0%,5.2%,-7.1%,-10.5%,-0.5%,1.9,35
S=C(NCCc1ccccc1)N/N=C/c1cccc(Cl)c1Cl,i,31.1,-1.5%,4.1%,-0.1%,6.2%,-4.2%,-13.9%,0.1%,5.2,73
CCOc1ccc(OCC)c(S(=O)(=O)n2ccnc2C)c1,i,nt,1.3%,4.5%[20 µM],0.6%,11.3%,11.7%,10.5%,-0.5%,1.0,64
Nc1ccc(O)cc1C(=O)OCC(=O)c1ccc(C2CCCCC2)cc1,i,50.6,19.1%,-6.7%,-0.3%,-5.0%,-5.9%,3.2%,-1.6%,nt,nt
CCN(CCO)C(=O)C(c1ccccc1)c1ccccc1,i,43.4,-1.2%,-1.3%,0.3%,9.0%,-3.1%,-10.2%,0.1%,-0.4,83
O=c1c2[nH]c3ccccc3c2ncn1CCCn1ccnc1,i,26.1,-4.4%,18.4%,-0.1%,-1.6%,-3.8%,-2.5%,0.6%,2.8,90
CCOc1ccc(CN(C(=O)c2ccccn2)c2ccc(OC)c(Cl)c2)cc1,i,29.1,3.1%,-20.8%,0.3%,-10.3%,4.6%,-8.0%,-0.4%,0.0,66
CCOc1ccc(S(=O)(=O)N(CC)CC)cc1N,i,28.5,-6.9%,16.4%,-0.3%,11.0%,-8.7%,-1.3%,-0.6%,-0.1,42
Cn1cc(CN2CCCC(C(=O)Nc3cccc(-n4cccn4)c3)C2)cn1 (stereo unspecified),i,16.7,-5.0%,-19.2%,-0.1%,-9.9%,0.3%,-16.6%,-0.3%,0.0,62
CC(C)(C)C(=O)C1=C(O)C(=O)N(Cc2ccccc2)C1c1ccccc1Cl (stereo unspecified),i,62.8,-1.9%,-11.4%[20 µM],0.3%,-11.8%,2.3%,-14.4%,0.2%,-1.0,52
COCC1CCCCN1C(=O)c1cccc(OC2CCN(S(C)(=O)=O)CC2)c1 (stereo unspecified),i,13.0,-1.5%,-2.2%,0.2%,6.5%,-1.1%,12.7%,-0.5%,-0.8,69
COc1cc(OC)c(OC)cc1CNC(=O)c1cc(=O)c2ccccc2o1,i,24.7,1.3%,-76.8%,0.2%,-0.4%,-2.2%,13.2%,0.8%,-0.2,52
COC(=O)C1C(O)=C(C=NCC(C)N=CC2=C(O)C(C(=O)OC)C(C)(C)CC2=O)C(=O)CC1(C)C (stereo unspecified),i,29.4,-4.0%,0.1%,-0.2%,3.0%,8.8%,-3.2%,0.2%,-0.2,33
COc1ccc(NC(=O)Nc2nc3ccccc3s2)cc1,i,37.1,-2.4%,19.5%,0.7%,7.5%,-2.8%,1.8%,-0.6%,-1.1,48
O=C(CCC1CCCN(Cc2ccncc2)C1)NCc1ccc(F)c(F)c1 (stereo unspecified),i,31.6,0.3%,-58.0%[20 µM],-0.1%,10.2%,12.7%,-11.0%,-0.4%,-0.4,53
Cn1c(=O)c2c(nc(N/N=C/c3cccnc3)n2Cc2ccc(F)cc2)n(C)c1=O,i,34.7,3.9%,-6.8%,0.3%,0.2%,-5.3%,-1.0%,-0.8%,-0.5,42
CC(/C=N/NC(=O)Cc1cccn1C)=C\c1ccccc1,i,28.0,3.5%,28.0%,0.1%,3.6%,1.1%,-15.2%,0.4%,-1.0,38
COCc1nnc(SCC(=O)NC(C)c2ccccc2)n1-c1ccccc1 (stereo unspecified),i,10.0,12.5%,7.5%,-0.2%,4.7%,-15.2%,9.7%,0.5%,-0.2,52
COc1ccc(Cc2noc(CN3CCN(c4ccc(Cl)cn4)CC3)n2)cc1OC,i,23.2,-2.7%,-44.6%[20 µM],-0.1%,4.3%,5.0%,22.3%,-1.9%,1.4,67
CCC(=O)N1C(C(=O)O)CSC1c1ccc(OC)cc1 (stereo unspecified),i,28.0,7.9%,6.6%,0.3%,2.7%,-6.3%,16.2%,0.2%,0.5,51
O=C(COc1ccc(S(=O)(=O)N2CCCC2)cc1)NCc1cccnc1,i,30.7,-1.1%,9.9%,0.7%,15.9%,-1.1%,1.0%,-0.7%,-0.2,68
Cc1cc(S(=O)(=O)N(C)CCc2ccccc2)ccc1-n1cnnn1,i,11.2,6.0%,-10.2%,-0.2%,4.3%,-6.1%,-2.4%,-0.4%,0.9,57
COc1cc(-c2[nH]ncc2CN(C)Cc2cc(C)[nH]n2)cc(OC)c1OC,i,27.6,nt,25.7%[20 µM],-0.1%,5.3%,6.8%,0.3%,0.1%,1.5,64
O=C(Oc1ccc(Oc2ccccc2)cc1)N1CCC(O)CC1,i,15.3,-1.3%,16.3%,-0.1%,-2.5%,-2.3%,-15.8%,-0.5%,0.3,100
CC1c2[nH]c3ccccc3c2CCN1C(=O)Nc1ccccc1 (stereo unspecified),i,48.7,14.4%,-4.4%,0.1%,-6.7%,1.8%,-9.2%,-0.3%,-0.6,55
N=c1c(S(=O)(=O)c2ccccc2)cc2c(=O)n3ccccc3nc2n1CCCN1CCOCC1,i,23.4,5.1%,-10.1%,-0.1%,-13.9%,-5.0%,-7.3%,-0.9%,1.1,48
O=C(NCc1ccc(F)cc1)C1CCCN(S(=O)(=O)c2ccc(Br)s2)C1 (stereo unspecified),i,30.9,-1.5%,-3.8%,0.2%,-5.2%,6.6%,2.7%,0.6%,-1.1,61
CC(CC(=O)Nc1ccncc1)c1ccccc1 (stereo unspecified),i,19.5,-4.5%,25.3%,-0.2%,1.2%,12.6%,-4.9%,-1.2%,6.8,90
COc1cc(C)nc(Oc2ccc(=O)[nH]n2)n1,i,35.8,12.1%,21.7%,0.0%,15.5%,11.1%,-20.5%,1.1%,-0.7,73
CCOc1cc(C(=O)Nc2cccnc2)cc(OCC)c1OCC,i,64.1,-3.4%,-19.4%[20 µM],-0.1%,1.5%,-0.1%,18.4%,-1.0%,0.5,49
CN1CCC(=C2c3ccccc3C(O)c3ccccc32)CC1 (stereo unspecified),i,21.6,2.4%,-6.9%,0.0%,19.4%,-7.7%,4.9%,-0.3%,-0.7,82
Cc1ccc(/C=N/Nc2cn[nH]c(=O)n2)o1,i,68.0,-1.9%,-10.5%,-0.3%,-9.8%,-0.6%,-12.6%,0.6%,-1.4,71
CCN(CC)S(=O)(=O)c1cccc(NC(=O)COC(=O)CCc2nc3ccccc3s2)c1,i,19.2,5.5%,-48.0%,-0.2%,-0.7%,-7.6%,2.4%,?,0.2,52
Cc1ccc(NC(=O)CSc2nncn2-c2ccccn2)cc1Cl,i,57.6,3.4%,-28.6%,0.4%,-15.3%,-8.3%,-9.4%,-0.4%,2.9,63
CC1CN(Cc2ccccc2)c2nc3c(c(=O)[nH]c(=O)n3C)n2C1 (stereo unspecified),i,40.1,1.2%,-0.7%,-0.3%,11.2%,-1.3%,-7.6%,0.6%,-0.2,32
O=C(O)CCC(=O)N1CCc2c([nH]c3ccccc23)C1C(F)(F)F (stereo unspecified),i,26.9,1.7%,-4.9%,0.0%,-0.3%,-16.0%,-2.4%,0.4%,1.2,79
C=C(C)COc1ccc(-c2ncncc2-c2ccc(Cl)cc2)c(O)c1,i,34.4,-0.3%,-17.9%,-0.1%,6.7%,2.9%,-11.4%,-1.7%,12.3,51
Nc1c(C(=O)c2ccccc2)sc2snc(SCC(=O)c3ccccc3)c12,i,35.7,3.0%,-3.4%,0.0%,33.3%,-10.4%,36.8%,0.1%,-1.0,46
O=C(OCc1csc(Nc2ccccc2)n1)c1ccc(Cl)cc1,i,52.7,-2.3%,24.5%,0.2%,5.2%,-0.7%,-3.2%,-0.8%,0.8,86
O=C(c1ccc(F)cc1)N1CCC(n2nnc3ccccc32)CC1,i,59.8,nt,7.6%[20 µM],-0.1%,10.6%,-4.9%,14.8%,0.1%,-0.5,82
COc1cccc(-c2csc(N3CCN(CC(=O)Nc4ccc5c(c4)OCO5)CC3)n2)c1,i,56.5,1.2%,13.9%,-0.1%,0.7%,-7.2%,-2.5%,0.2%,6.0,88

# Random draw from the library; overall some 0.62% were active at least once.
